ssDAF-12 act: S. stercoralis DAF-12 activation, primary screen; activation, % at 6.8 µM; 370,000 compounds, 1% hits; HEK293 ssDAF-12/GRIP1 lit1-tk-luc reporter, luminescence; % of 3 µM dafachronic acid response; AID 652126;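 active means activation above the mean over all tested compounds plus 3 SD, cut at about 0.9% in these data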;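 further: 0% = DMSO-only wells and 100% = 3 µM delta7-dafachronic acid wells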
FXN GAA850 act: activators of GAA850 frataxin (FXN) promoter; activation, % at 6 µM; AID 540364; 360,000 compounds, 0.56% hits; HEK293 lucGAA850 FXN promoter luciferase reporter, 24 h; percent of 10 µM SAHA response;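 active means activation above the average of all compounds screened plus 3 SD, cutoff fixed separately per campaign, cut at about 7.5% in these data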;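 further: 0% = DMSO wells and 100% = 10 µM SAHA wells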
PG9 Ab binder: PG9 antibody binding by small molecule; TR-FRET gp120-PG9 antibody binding; inhibition, % at 6.7 µM; 360,000 compounds, 0.43% hits; in the data active means inhibition above about 8.5%
HGIII-sPLA2 inh: Inhibits HGIII-sPLA2 liposome hydrolysis, primary screen. 370,000 compounds, 0.56% hits. Q9NZ20. QFRET BODIPY PC-A2 liposome hydrolysis, fluorescence. inhibition, % at 12.2 µM;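 active means inhibition above mean plus 3 SD of compounds lying within the high and low control bounds, cut at about 19% in these data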;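 further: 0% = median of test compound wells and 100% = no enzyme DMSO wells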
DAX1 inh-1: inhibits human nuclear receptor DAX1; P51843; HEK293 Gal4-DAX1 luciferase reporter, luminescence; inhibition, % at 6.75 µM; 340,000 compounds, 0.99% hits; AID 504766;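 active means inhibition above the mean over all tested compounds plus 3 SD, cut at about 4.2% in these data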;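 further: 0% = DAX1-transfected cells with DMSO and 100% = empty-vector control cells with DMSO; inhibition shows as a rise in luminescence from relieved DAX1 repression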
Target sequence (P51843 207-470 limits assumed): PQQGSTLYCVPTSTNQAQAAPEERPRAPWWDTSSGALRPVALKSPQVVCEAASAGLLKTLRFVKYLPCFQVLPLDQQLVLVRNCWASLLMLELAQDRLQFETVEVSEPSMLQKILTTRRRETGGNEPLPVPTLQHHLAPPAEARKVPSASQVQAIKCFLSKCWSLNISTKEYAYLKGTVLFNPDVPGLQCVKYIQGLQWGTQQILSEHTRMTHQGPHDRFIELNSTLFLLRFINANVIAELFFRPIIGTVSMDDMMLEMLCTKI
NR1D1 modulator: Rev-erb alpha (human) modulation; Rev-erbα–FITC-DNA binding, fluorescence polarization, 90 min; AID 1259318; 370,000 compounds, 0.79% hits; activity, % at 10 µM; P20393;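 active means activity above about 14%, limit read from the data; passing the limit was not always enough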;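 further: 0% = DMSO wells with 35 nM protein and 100% = DMSO wells with 750 nM protein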
Target sequence (P20393 whole entry, looked up): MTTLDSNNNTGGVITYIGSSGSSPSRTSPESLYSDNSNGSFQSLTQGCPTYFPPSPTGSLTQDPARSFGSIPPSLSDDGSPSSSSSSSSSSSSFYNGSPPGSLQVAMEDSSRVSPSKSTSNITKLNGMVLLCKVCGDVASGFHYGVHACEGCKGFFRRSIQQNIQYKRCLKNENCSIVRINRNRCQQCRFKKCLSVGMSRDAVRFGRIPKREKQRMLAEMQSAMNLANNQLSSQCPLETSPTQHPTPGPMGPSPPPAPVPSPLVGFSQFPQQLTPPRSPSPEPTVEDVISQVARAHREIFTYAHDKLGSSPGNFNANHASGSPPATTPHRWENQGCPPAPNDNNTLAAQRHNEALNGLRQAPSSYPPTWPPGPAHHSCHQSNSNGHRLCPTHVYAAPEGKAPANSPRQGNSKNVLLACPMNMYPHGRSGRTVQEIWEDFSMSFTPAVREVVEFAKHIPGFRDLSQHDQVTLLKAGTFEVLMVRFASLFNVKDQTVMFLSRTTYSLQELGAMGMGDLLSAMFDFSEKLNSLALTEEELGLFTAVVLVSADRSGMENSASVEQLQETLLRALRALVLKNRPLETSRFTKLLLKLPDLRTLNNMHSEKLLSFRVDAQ
hcDAF12 agonist: activates DAF-12 receptor from parasite H. contortus; HEK293 hcDAF-12 lit1-tk-luc reporter, luminescence; 0% DMSO, 100% Δ7-dafachronic acid; activation, % at 6.8 µM; 370,000 compounds, 1.4% hits; AID 652067;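 active means activation above the mean of all tested compounds plus 3 SD, cut at about 5.5% in these data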;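 further: 100% = response to 3 µM Δ7-dafachronic acid high control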
hgDAF12 agonist: activates the H. glycines DAF-12 receptor ligand-binding domain | HEK293 GAL4-hgDAF12 UAS-luciferase reporter, agonist luminescence; normalized to butyrate control | activation, % at 6.8 µM | 370,000 compounds, 1.8% hits;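 active means activation above a cutoff set at the mean of all screened compounds plus 3 SD, cut at about 10% in these data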;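 further: 0% = DMSO wells and 100% = sodium butyrate wells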
DAX1 inh-2: inhibitors of DAX1 repression of SF-1 activated StAR promoter. HEK293T StAR-luciferase reporter, SF-1/DAX-1 repression relief. inhibition, % at 6.8 µM. 370,000 compounds, 1.1% hits. AID 652010;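 active means inhibition above the mean over all tested compounds plus 3 SD, cut at about 3.6% in these data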;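 further: 0% = DAX-1 cells with DMSO and 100% = cells lacking DAX-1 with DMSO; higher inhibition means more luminescence from relief of DAX-1 repression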
SMARCA2 activ: activators of SMARCA2 function; MG213 cells, MMTV-luciferase reporter, dexamethasone, overnight; activation, % at 9.1 µM; 370,000 compounds, 1% hits; AID 652017; in the data active means activation above about 7.8%;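 further: 0% = vehicle wells and 100% = reference activator wells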
PLCb3 inh: inhibitors of human phospholipase C beta3 | Q01970 | Purified PLC-beta3, fluorogenic substrate, fluorescence | 370,000 compounds, 0.18% hits | inhibition, % at 12.2 µM; in the data active means inhibition above about 11%;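 further: 0% = median of compound wells on plate and 100% = full blocker control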
An asterisk follows results filed as active; nt = no result given.

Every second line gives: ssDAF-12 act | FXN GAA850 act | PG9 Ab binder | HGIII-sPLA2 inh | DAX1 inh-1 | NR1D1 modulator | hcDAF12 agonist | hgDAF12 agonist | DAX1 inh-2 | SMARCA2 activ | PLCb3 inh
- CCOC(=O)C1=C(CP(=O)(c2ccccc2)c2ccccc2)NC(=O)NC1c1ccc(OC)cc1 (configuration not stated)
→ -1.3 | -1.2 | -0.8 | 6.6 | 1.3 | -1.4 | -2.7 | 0.7 | -0.6 | 0.1 | 1.9
- CCOC(=O)c1cc(-c2sc(NC(=O)c3ccccc3)nc2C)n(Cc2ccccc2)n1
→ -1.3 | -2.1 | 1.4 | -17.6 | -1.0 | -0.4 | -2.6 | -5.5 | -3.4 | 0.0 | -33.3
- NS(=O)(=O)c1ccc(SCc2ccccc2)nc1
→ -2.1 | 0.7 | -0.9 | -9.3 | 2.3 | 0.5 | -1.9 | 1.6 | 0.6 | -0.4 | -8.0
- CN(Cc1ccc(F)cc1)Cc1nc(-c2cnccn2)no1
→ -0.8 | -2.5 | -2.3 | 0.5 | -0.1 | -3.5 | 2.0 | -2.0 | 0.2 | -0.4 | 0.7
- C#CCNC(=O)C1=C[C@@H](c2ccc3c(c2)OCO3)C[C@@H](OCCCCO)O1
→ -1.3 | 0.5 | 1.5 | 1.0 | 0.2 | 0.3 | 0.3 | 3.9 | 0.0 | -0.1 | -40.7
- CCCCOC(=O)Nc1nnc(SCCOc2ccc(C)cc2)s1
→ -1.2 | 2.5 | 0.1 | 1.2 | 1.2 | 1.4 | 1.8 | -1.1 | 0.3 | -2.2 | 3.7
- O=C(NCc1cc(Cl)cc(Cl)c1)c1csc([C@@H]2O[C@H](CO)[C@H](O)[C@H](O)[C@H]2O)n1
→ -0.7 | 0.7 | -0.7 | 12.6 | nt | 1.1 | -0.5 | -1.5 | 0.2 | -2.5 | -1.0
- Cc1c(CN2CCN(CC(C)C)C(CCO)C2)[nH]c2ccc(Cl)cc12 (configuration not stated)
→ -0.7 | 2.8 | 0.2 | -30.6 | -1.4 | 3.6 | 1.2 | -0.6 | -0.1 | -3.4 | -37.0
- CCOc1ccc(C(=O)CCC(=O)NCC(=O)Nc2ccc(F)c(F)c2F)cc1
→ -0.3 | 0.2 | 0.3 | 2.3 | 1.6 | -4.0 | -1.2 | -2.4 | 0.7 | -1.0 | 2.2
- COC(=O)c1ccc(S(=O)(=O)N2C3CCC2CC(NC(=O)NC2CCCCC2)C3)cc1 (configuration not stated)
→ -0.8 | 3.1 | 0.0 | 5.0 | 0.1 | 3.4 | -1.1 | 1.8 | 0.2 | -4.3 | -3.1

Next compounds:
Every second line gives: ssDAF-12 act | FXN GAA850 act | PG9 Ab binder | HGIII-sPLA2 inh | DAX1 inh-1 | NR1D1 modulator | hcDAF12 agonist | hgDAF12 agonist | DAX1 inh-2 | SMARCA2 activ | PLCb3 inh
- CC1(C(=O)Nc2ccc3ccccc3c2)CCC(=O)N1C1CCN(Cc2ccccc2)CC1 (configuration not stated)
→ -1.5 | nt | 0.4 | -12.8 | nt | -5.5 | -1.7 | -0.2 | 1.0 | -2.5 | -1.1
- CN(C)CCNC(=O)C(=O)c1c(-c2ccccc2)cc2ccccn12
→ -1.3 | 0.1 | -1.5 | 2.4 | 1.3 | 6.3 | -1.2 | 2.3 | -0.1 | -1.2 | -0.4
- CSCCC(NC(=O)COc1ccccc1)C(=O)N1CCN(C(C)=O)CC1 (configuration not stated)
→ -0.8 | 1.2 | -0.5 | 4.2 | 0.6 | -2.9 | 1.1 | 1.7 | -1.4 | 0.3 | -2.9
- Fc1ccc(COc2ccc3ccccc3c2CNc2nn[nH]n2)cc1
→ -1.4 | 0.5 | 1.5 | -14.2 | 1.7 | -0.8 | -0.6 | 1.7 | -0.3 | -5.6 | -4.2
- O=S1(=O)c2ccc(Br)cc2OC[C@@H](c2ccccc2)N1Cc1cn(CCC2OCCCO2)nn1
→ -0.8 | nt | nt | 5.5 | nt | 1.2 | -2.0 | -1.8 | 0.2 | -2.9 | -0.5
- CCC(C)[C@H]1CN=C(N)N1CCc1cccc2ccccc12 (some centres not stated)
→ -1.8 | -1.1 | -1.6 | 3.3 | -1.1 | -2.0 | 2.2 | -0.1 | -0.2 | -2.3 | 4.7
- CC(C)(C)OC(=O)NCc1ccc(CNC(=O)c2nc[nH]c2C(=O)N2CCN(C(=O)OC(C)(C)C)CC2)cc1
→ -2.2 | -4.7 | -0.9 | -18.5 | -4.8 | 2.9 | -3.3 | -5.3 | -1.5 | -2.1 | 0.9
- Cc1ccc(N(CC(=O)N2CCCC2)S(C)(=O)=O)c(C)c1
→ -1.8 | 2.0 | -0.3 | -0.4 | -0.3 | 4.7 | -0.3 | -0.2 | 1.4 | 6.2 | -0.8
- Cc1ccccc1OCC(=O)OC(C)CN1CCN(C)CC1 (configuration not stated)
→ 0.2 | 0.5 | -2.7 | 2.1 | -0.2 | 0.7 | -1.5 | -0.7 | 0.5 | 2.1 | 1.4
- COc1ccc(-c2oc3c(c2C#CCCCCO)C(OCCO)CC3)cc1 (configuration not stated)
→ -0.3 | nt | -0.6 | -28.4 | nt | 5.2 | -1.5 | 2.8 | 0.0 | -3.0 | -37.8

The listing continues.
Every second line gives: ssDAF-12 act | FXN GAA850 act | PG9 Ab binder | HGIII-sPLA2 inh | DAX1 inh-1 | NR1D1 modulator | hcDAF12 agonist | hgDAF12 agonist | DAX1 inh-2 | SMARCA2 activ | PLCb3 inh
- CCOC(=O)C(C)N1C(=O)S/C(=C/c2cc(C)n(-c3ccncc3)c2C)C1=O (configuration not stated)
→ -1.9 | 4.5 | -2.2 | -5.9 | -1.4 | -6.1 | -0.3 | -0.9 | -0.8 | 0.1 | -23.0
- COc1ccc(C(=O)N/C(=C\c2cccc([N+](=O)[O-])c2)C(=O)Nc2cccc(C(=O)O)c2)cc1
→ -1.2 | 0.5 | 2.4 | -6.0 | 0.0 | -4.0 | -0.9 | 2.6 | -0.6 | -3.1 | -4.5
- [O-]/C(=C(\C(=S)Nc1cccc2ccccc12)[n+]1ccccc1)c1ccc2c(c1)OCCO2
→ -1.5 | -14.2 | -3.4 | -0.3 | -4.2 | -0.4 | -0.2 | -11.2 | -2.2 | -10.9 | -16.5
- O=C(Nc1ccc(N2CCOCC2)cc1)c1cccc(S(=O)(=O)N2CCC(Cc3ccccc3)CC2)c1
→ -0.9 | -3.1 | -2.3 | 10.1 | -0.6 | 1.8 | -0.5 | -1.4 | 0.0 | 1.3 | 6.6
- N#Cc1ccccc1NC(=O)CSc1nnc(-c2ccccc2)n1-c1ccccc1
→ -0.4 | -1.7 | 8.2 | -5.1 | 0.3 | -1.5 | 3.1 | 0.3 | -0.5 | -3.0 | -5.6
- CCCCCOC(=O)CSc1n[nH]c(=O)[nH]c1=O
→ -1.4 | -0.8 | -0.9 | -1.4 | 0.4 | 5.0 | 0.0 | 0.2 | -0.5 | 2.2 | -2.3
- CCN1CCN(C(=O)CN(c2ccc(F)cc2)S(=O)(=O)c2ccc(OC)c(OC)c2)CC1
→ -1.4 | 1.6 | -1.3 | -2.9 | 0.5 | -8.8 | 1.7 | 0.1 | 1.2 | 0.8 | -4.5
- N#C/C(=C\c1ccc(F)cc1)C(=O)Nc1ccccn1
→ -0.7 | 1.0 | -0.8 | 3.6 | 0.8 | -2.0 | 1.0 | 2.7 | 0.1 | -2.5 | -93.8
- Cc1ccc2nc(-c3ccccn3)c(N)n2c1
→ 0.8 | nt | -23.8 | -2.2 | nt | -4.4 | 5.1 | 10.7* | 5.4* | 1.3 | -70.7
- CCN(Cc1ccccc1)C(=O)Cn1cc(S(=O)(=O)NC)c(S(=O)(=O)NC)c1
→ -1.2 | 0.3 | -1.3 | -1.6 | -0.7 | 0.4 | -1.1 | -0.3 | -0.1 | 1.4 | -3.6

One compound at a time (already shown). Order of values: ssDAF-12 act | FXN GAA850 act | PG9 Ab binder | HGIII-sPLA2 inh | DAX1 inh-1 | NR1D1 modulator | hcDAF12 agonist | hgDAF12 agonist | DAX1 inh-2 | SMARCA2 activ | PLCb3 inh
[O-]/C(=C(\C(=S)Nc1cccc2ccccc12)[n+]1ccccc1)c1ccc2c(c1)OCCO2 is listed with -1.5 | -14.2 | -3.4 | -0.3 | -4.2 | -0.4 | -0.2 | -11.2 | -2.2 | -10.9 | -16.5
CC(C)(C)OC(=O)NCc1ccc(CNC(=O)c2nc[nH]c2C(=O)N2CCN(C(=O)OC(C)(C)C)CC2)cc1 is listed with -2.2 | -4.7 | -0.9 | -18.5 | -4.8 | 2.9 | -3.3 | -5.3 | -1.5 | -2.1 | 0.9
Cc1ccc2nc(-c3ccccn3)c(N)n2c1 is listed with 0.8 | nt | -23.8 | -2.2 | nt | -4.4 | 5.1 | 10.7* | 5.4* | 1.3 | -70.7

Remaining list, next part.
Every second line gives: ssDAF-12 act | FXN GAA850 act | PG9 Ab binder | HGIII-sPLA2 inh | DAX1 inh-1 | NR1D1 modulator | hcDAF12 agonist | hgDAF12 agonist | DAX1 inh-2 | SMARCA2 activ | PLCb3 inh
- Clc1ccc2nc(N3CCCCC3)sc2c1
→ 0.2 | 3.0 | -1.2 | -0.4 | 3.5 | 3.1 | 4.2 | 10.4 | 3.4 | 4.1 | 1.5
- COc1ccc(CNC(=O)COC(=O)c2ccc(Br)o2)cc1
→ -1.2 | 0.8 | -0.9 | -0.2 | 0.6 | -3.0 | 0.1 | 1.4 | 1.5 | -3.0 | -7.5
- CN(C)CCNC(=O)C(=O)Nc1cc2c3c(c1)CCC(=O)N3CCC2
→ -0.8 | -1.0 | -0.8 | 4.9 | 1.3 | -2.0 | -0.6 | -0.3 | 0.5 | -2.3 | -6.4
- O=C(COC(=O)CCS(=O)(=O)c1ccccc1)NC(=O)c1ccc(OC(F)F)cc1
→ -1.2 | 1.6 | -0.5 | 7.8 | 0.6 | 3.4 | -0.9 | 2.7 | 0.1 | -2.2 | -6.2
- O=C(Nc1nnc(C2=COCCO2)o1)c1ccc(F)cc1
→ -0.8 | 0.6 | 1.9 | 0.2 | -0.1 | 0.3 | 0.0 | -2.1 | 1.6 | 1.1 | -8.8
- Cc1ccc2c(c1)COc1c3ccc(C(=O)O)cc3nn1-2
→ 0.1 | 0.4 | 0.2 | 1.3 | -5.9 | -0.1 | 3.3 | 4.9 | 0.4 | 3.5 | -37.7
- CC(C)CC(=O)Nc1ccnn1C1CCN(C(=O)c2ccc(F)cc2Cl)CC1
→ -1.1 | -0.1 | -3.4 | -7.6 | -1.0 | 3.1 | 0.8 | -0.8 | 0.9 | 4.5 | -4.2
- COc1ccc(-n2c(COc3ccc(C)cc3)nnc2SCC(=O)Nc2ccc(Oc3ccccc3)cc2)cc1
→ -1.7 | nt | nt | -8.4 | nt | -3.2 | -2.9 | 3.5 | -1.5 | -5.9 | 1.2
- COc1ccc(-c2[nH]ncc2CN2CCCC(C(=O)c3ccc(OC)cc3OC)C2)cc1 (configuration not stated)
→ -1.2 | -0.3 | -3.2 | -14.7 | -1.3 | 5.1 | -0.6 | -2.6 | -0.1 | -3.6 | 4.6
- COc1ccccc1C1C([N+](=O)[O-])=CC([N+](=O)[O-])=CN1C (configuration not stated)
→ -1.7 | 1.8 | -3.1 | -5.5 | -1.3 | -0.3 | 2.6 | -0.3 | -0.6 | 5.2 | 1.0

High-throughput results deposited in PubChem BioAssay by several laboratories.
